Screening results (PubChem)
Cycloheximide cs = Cycloheximide Counterscreen for Small Molecule Inhibitors of Shiga Toxin. cell reporter, cycloheximide protein synthesis inhibition counterscreen. max response, %. hit rate 12% among 300,000. AID 2314, 2010; in the data active = max response mostly above about 13%, no sharp cut-off; inactive = mostly below about 14%; also: read at 38.3 µM for the half of the compounds with a filed dose; 0% is about no effect
Pf growth 96h = Primary qHTS for delayed death inhibitors of the malarial parasite plastid, 96 hour incubation; P. falciparum luciferase reporter growth, 96 h; Potency, µM (titrated, usually from 28.7 µM), without a hit: top-dose activity change, negative = inhibition, hits mostly inhibitors; hit rate 6.9% among 320,000; AID 504834, 2011; also: potency is read from the fitted curve at half-maximal effect; % is scaled to controls: 0 for no effect and ±100 for the full control effect
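Luminescence readout: decreased luciferase signal marks inhibited growth of reporter-expressing P. falciparum in infected red cells (2% hematocrit, 0.05% parasitemia final), exposed to compound two generations (96 h, 37 C, 5% CO2).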
HCV inh = qHTS Assay for Inhibitors of Hepatitis C Virus (HCV). AID 651820, 2012. Huh7.5.1 HCVcc-Cre infection, luciferase reporter, 44 h. hit rate 3.4% among 340,000. Potency, µM (titrated, usually from 41.8 µM), inactives show top-dose activity change, negative = inhibition, usual class: inhibitors; also: potency is read from the fitted curve at half-maximal effect; % is scaled to controls: 0 for no effect and ±100 for the full control effect
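Luciferase read-out (15 sec integration) after a 15 min room-temperature substrate step quantifies HCVcc-Cre infection. Cells, 1,000 per well, had compound added 4 h post-plating, then virus at ~0.5 moi, and were cultured 44 h.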
Shiga toxin inh = A qHTS for Small Molecule Inhibitors of Shiga Toxin; Vero cells, Shiga toxin protein synthesis inhibition reporter; inhibition, % at 38.7 µM; hit rate 9.2% among 290,000; AID 2315, 2010; in the data active = inhibition mostly above about 28%, no sharp cut-off; inactive = mostly below about 43%; also: 0% is about no effect
Pf growth 48h = Primary qHTS for delayed death inhibitors of the malarial parasite plastid, 48 hour incubation; hit rate 5.9% among 310,000; Potency, µM (doses to about 28.7 µM), for inactives: top-dose activity change, negative = inhibition, usual class: inhibitors; P. falciparum luciferase growth in erythrocytes, 48 h; also: potency is read from the fitted curve at half-maximal effect; % is scaled to controls: 0 for no effect and ±100 for the full control effect
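Firefly luciferase activity from engineered P. falciparum reports growth; inhibitors lower the luminescent signal. Cultures contained 2% hematocrit erythrocytes at 0.1% final parasitemia.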
FBPA Giardia inh = qHTS Assay for Inhibitors of Fructose-1,6-bisphosphate Aldolase from Giardia Lamblia; A8B2U2; purified Giardia FBPA; hit rate 0.71% among 290,000; Potency, µM (highest dose often 59.6 µM), for the others: at the top dose activity, negative = inhibition, hits mostly inhibitors; also: potency is read from the fitted curve at half-maximal effect; % is scaled to controls: 0 for no effect and ±100 for the full control effect; nearly all actives have a fitted effect of over 55% in size
Target sequence (A8B2U2 whole entry, looked up): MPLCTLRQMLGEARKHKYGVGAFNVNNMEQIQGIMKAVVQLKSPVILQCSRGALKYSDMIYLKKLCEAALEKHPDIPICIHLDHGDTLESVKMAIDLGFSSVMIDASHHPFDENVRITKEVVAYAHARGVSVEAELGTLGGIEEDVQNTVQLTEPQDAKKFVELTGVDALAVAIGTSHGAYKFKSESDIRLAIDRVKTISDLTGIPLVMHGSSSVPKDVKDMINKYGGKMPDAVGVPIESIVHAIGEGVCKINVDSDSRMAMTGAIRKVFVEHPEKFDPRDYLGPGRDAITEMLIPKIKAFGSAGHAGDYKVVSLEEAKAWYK
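40 nM FBPA preincubated 10 min at RT with compound (up to 57.5 uM final), then substrate plus GAPDH/TPI/NAD/arsenate coupling and diaphorase/resazurin added. Fluorescence read after 20 min at RT, 525/598 nm.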
Active calls of the source: *; ? = inconclusive; . = not tested or not shown; + = active, no number; [ ] = another dose, or the depositor's remark. Unless noted, calls follow the shape of the dose curve; as a rule, active = well fitted curve in the direction sought with a large enough effect; inconclusive = small, poorly fitted or top-dose-only effect, or another doubt; inactive = no such curve, though single readings can be large; an effect the other way counts as inactive or inconclusive.

SMILES	Cycloheximide cs	Pf growth 96h	HCV inh	Shiga toxin inh	Pf growth 48h	FBPA Giardia inh
CC1=Nc2ccccc2/C1=C/c1sc(=N)n(-c2nccs2)c1O	2	12%	-24%	-14	?	7%
Cc1csc(=O)n1CCC(=O)OCC(=O)c1c(N)n(CC(C)C)c(=O)n(C)c1=O	.	1%	?	.	-29%	.
Cc1ccc(CNC(=O)CCCc2ccccc2)cc1	27	23%	-7%	3	24%	-2%
COc1ccccc1NC(=O)CSc1nnc(Cn2nnc(-c3ccccc3)n2)n1-c1ccccc1	-3	7.4µM*	32µM*	4	?	0%
CCC(=O)C1CCCN(C(=O)c2ccc3nc(-c4cccc(OC)c4)oc3c2)C1 (stereo unspecified)	45*	?	?	69*	217%[activator]	2%
Cc1nc2c(sc(=S)n2Cc2ccco2)c(=O)n1CC(=O)Nc1ccccc1F	-2	1%	?	-8	-6%	-6%
Cc1oc(C(C)(C)C)cc1C(=O)Nc1cccc(/C=C\C(=O)O)c1	-2	14%	15%	-10	11%	17%
O=C(c1ccc(-c2ccc([N+](=O)[O-])cc2)o1)N1CCN(S(=O)(=O)c2cccs2)CC1	.	23%	8%	.	18%	.
COCCOC(=O)C1=C(N)OC2=C(C(=O)CC(C)(C)C2)C1c1ccncc1 (stereo unspecified)	0	0%	3%	-19	12%	0%
O=C(CCC(=O)NNC(=S)Nc1ccccc1)NCc1ccccc1	3	-1%	26%	24	-7%	2%
CCN1CCN(C(=O)c2cc(S(=O)(=O)N3CCCCC3)ccc2Cl)CC1	-3	10µM*	.	-2	40%[activator]	.
N#C/C(=C(/O)c1ccc([N+](=O)[O-])o1)c1nc2ccccc2[nH]1	0	25%	2%	1	-12%	-9%
Cc1cccc(C(=O)Oc2ccccc2/C=N/Nc2ccc([N+](=O)[O-])cc2)c1	-2	?	?	-15	?	-1%
O=C(Nc1ccc(N2CCN(Cc3ccccc3)CC2)cc1)c1cccnc1	1	?	-32%	-2	?	0%
O=C(O)CSc1nnc(-c2ccccc2Br)n1-c1cccc(C(F)(F)F)c1	-4	10%	6%	-8	0%	-14%
CCC(C)(C)NC(=O)C1c2ccccc2Oc2ccccc21	-3	4%[5.75 µM]	12%	-1	-19%	3%
O=C1CN(C(=O)CSc2nc3ccccc3c(=O)n2CCCN2CCOCC2)c2ccccc2N1	1	?	10%	-8	?	6%
COc1ccc(CNC(=O)COC(=O)CCn2c(C)csc2=O)cc1OC	.	8%	5%	.	?	.
O=C(/C=C/c1ccc(F)cc1)N1CCN(c2ccccn2)CC1	15	36%[activator]	12%	+	-4%	1%
COc1cccc(N(C(=O)Cc2cccs2)C(C(=O)NC2CCCC2)c2ccncc2)c1 (stereo unspecified)	0	16%	-4%	18	?	.
COc1ccc(Cc2noc(CN3CCCC(OCc4ccccn4)C3)n2)cc1OC (stereo unspecified)	0	13µM*	-18%	-8	?	-2%
NC(=O)NC(=O)COC(=O)CC12CC3CC(CC(C3)C1)C2	-3	23%	0%	-22	14%	0%
Cc1ccc(OCC(=O)Nc2ccc(F)cc2)cc1	47*	.	-6%	40*	68%[activator]	2%
Cc1c(Cl)c(C(=O)NC2C3CC4CC(C3)CC2C4)nn1C (stereo unspecified)	-3	?	10%	-5	?	-3%
CC(Oc1ccc(F)cc1)C(=O)Nc1cc(S(=O)(=O)N2CCOCC2)ccc1N1CCCCC1 (stereo unspecified)	.	3.3µM*	?	.	4.7µM*	.
Carrying on.
SMILES	Cycloheximide cs	Pf growth 96h	HCV inh	Shiga toxin inh	Pf growth 48h	FBPA Giardia inh
CCOC(=O)c1c(C)[nH]c(C(=O)OC/C(O)=C(\C#N)c2nc3ccccc3[nH]2)c1C	-1	21%	?	4	7%	-10%
C=CCn1c(C)cc(C(=O)COc2ncnc3sccc23)c1C	40*	-26%	10%	120	132%[activator]	-7%
CCOC(=O)c1sc2ncn(C(C)C(=O)OCC)c(=O)c2c1C (stereo unspecified)	10	7%	?	1	19%	8%
CN(C(=O)c1ccc(NC(=O)c2ccco2)cc1)c1ccccc1	35*	-22%	-1%	77*	27%	-3%
C/C(CC(=O)NC1C2CC3CC(C2)CC1C3)=N\NC(=O)Cc1cccs1 (stereo unspecified)	8	41%[activator]	34%[activator]	0	9%	4%
Cc1nc2sc3c(c2c(=O)n1NC(=O)CCBr)CCCC3	11	62%[activator]	-15%	1	35%	6%
CCc1ccccc1NC(=O)c1cc(-c2cccs2)on1	17*	217%[activator]	-9%	38	54%[activator]	-1%
COc1ccccc1Oc1nnnn1-c1ccc(C(N)=O)cc1	5	25%	-14%	-10	.	0%
Cn1ccnc1C1CCCCN1Cc1nc(Cc2ccccc2F)no1 (stereo unspecified)	-3	-24%	10%	-7	-7%	-2%
COc1ccc2c(c1)c(C(C)=O)c(C)n2-c1ccc(C(C)=O)cc1	-3	2%	8%	-7	?	-10%
CCCCCNCc1ccc(Cl)cc1	17	105%[activator]	11%	25	5%	0%
Cc1cc(C)cc(Nc2nc(-c3ccc(S(=O)(=O)N4CCCC4)cc3)cs2)c1	-2	6%	10µM*	-10	?	-2%
O=C(Nc1cccnc1)c1cccnc1	-1	12%	-10%	3	18%	-2%
C=C(C)C1CCC(C)=CC1c1c(O)cc(O)cc1CCCCC (stereo unspecified)	-1	.	.	35	.	-20%
Cc1ccccc1NS(=O)(=O)c1ccc(F)cc1	-4	-25%	10%	2	25%	-12%
Cc1cc(C)nc(SCC(=O)N/N=C/C=C/c2ccccc2)n1	7	14%	1%	16	66%[activator]	-6%
Cc1ccc(NC(=S)N(CCCN(C)C)Cc2cc3cc4c(cc3[nH]c2=O)OCO4)cc1	1	19%	?	-16	?	4%
Cc1cccc(NC(=O)CN(C)C(=O)C2CCCC2)c1C	.	7%	19%	.	4%	.
COCCn1nnnc1C(C(C)C)N1CCCC(C)C1 (stereo unspecified)	3	0%	1%	-3	-7%	-4%
CC1=C(C(=O)Nc2cccnc2)C(c2ccc3c(c2)OCO3)C2=C(CCCC2=O)N1 (stereo unspecified)	11	.	11%	-5	4%	-1%
Cc1ccc(S(=O)(=O)N(Cc2c(F)cccc2Cl)C(=O)N2CCN(C)CC2)cc1	.	9%	19%	.	?	.
CCOC(=O)N1CCN(C(=O)CCCn2c(=S)[nH]c3ccsc3c2=O)CC1	13	?	?	-12	6%	16µM*
Clc1cccc(OCCN2CCOCC2)c1	-4	.	22%	8	26%	?
CCOc1ccc(S(=O)(=O)N2CCOCC2)cc1NC(=O)CSCc1ccc(C)cc1	.	?	?	.	9.3µM*	.
CCN(CC)CC(=O)NCc1cc(-c2ccc(OC)cc2)no1	-2	4%	-16%	-8	4%	3%
Next records.
SMILES	Cycloheximide cs	Pf growth 96h	HCV inh	Shiga toxin inh	Pf growth 48h	FBPA Giardia inh
O=C1CSC(c2cccnc2)N1CCc1ccccn1 (stereo unspecified)	6	-8%	8%	14	45%[activator]	-20%
COc1ccc(NC(=O)CN2C(=O)C(c3ccccc3)=NC23CCCCCC3)cc1	-1	?	-4%	13	3%	-1%
O=C(NCC1(N2CCCCC2)CCCCC1)C1CC(=O)N(c2ccc3c(c2)OCCO3)C1 (stereo unspecified)	6	40%[activator]	-14%	13	34%[activator]	1%
COC(=O)c1cc(C(=O)OC)cc(N2C(=O)CC(NNC(=O)c3ccc(C)cc3)C2=O)c1 (stereo unspecified)	11	?	39%[activator]	18	-3%	20%
COc1ccc(-c2nc(CS(=O)CC(=O)NCc3cccnc3)c(C)o2)cc1 (stereo unspecified)	-3	29%	12%	-15	.	1%
CC(C)C1=NN2C(=N)CC(=O)N=C2S1	-2	68%[activator]	13%	7	31%[activator]	3%
CC(C)(C)C(=O)N1CCn2c1nc1ccccc12	9	2.6µM*	-8%	23	7%	4%
CC(NC(=O)CCc1nnc(C2(c3ccc(Cl)cc3)CCC2)o1)C1CC1 (stereo unspecified)	17	5%	17%	57	?	4%
CCc1ccccc1NC(=O)Cn1ccn(-c2ccc(OC)cc2)c(=O)c1=O	7	?	-1%	-12	0%	11%
CCOC(=O)N1CCN(CC(=O)Nc2c(C(=O)OC)[nH]c3cccc(Cl)c23)CC1	-1	?	6%	-10	-14%	-1%
Cc1ccc(NC(=O)c2cc([N+](=O)[O-])ccc2N2CCOCC2)cc1S(=O)(=O)N(C)C	-3	-1%	-11%	-16	-7%	?
Cc1ccc(CC(=O)N2CCN(Cc3ccccc3)CC2)cc1	-1	?	5%	31	11%	-1%
O=C(CSc1nnc(-c2ccncc2)o1)N1CCc2ccccc2C1	-2	13%	-16%	-7	-1%	-10%
N=C1C2=C3Sc4ccccc4N3CCCC2=NN1c1cccc(S(=O)(=O)O)c1	0	13%	2%	-1	-8%	-2%
Cc1ccc(Nc2nnc(SC(C)C(=O)NC3CC3)s2)cc1 (stereo unspecified)	.	15µM*	-27%	.	?	.
CN(C)CCc1nc2ccccc2c(=O)n1-c1ccccc1	-2	?	-3%	-10	8%	-7%
Cc1cc(C)cc(N(CC(=O)NC2CCCC2)C(=O)CCC(=O)Nc2cc(C)ccn2)c1	-4	?	10%	-13	?	-3%
Oc1ccc(N2CCN(c3nnnn3-c3ccccc3)CC2)cc1	6	?	-17%	-7	-16%	-20%

Retrieved by structure from the entries so far (2):
SMILES	Cycloheximide cs	Pf growth 96h	HCV inh	Shiga toxin inh	Pf growth 48h	FBPA Giardia inh
COC(=O)c1cc(C(=O)OC)cc(N2C(=O)CC(NNC(=O)c3ccc(C)cc3)C2=O)c1 (stereo unspecified)	11	?	39%[activator]	18	-3%	20%
Cc1cccc(NC(=O)CN(C)C(=O)C2CCCC2)c1C	.	7%	19%	.	4%	.

13 structures already listed, sorted by number of heavy atoms, ascending:
SMILES	Cycloheximide cs	Pf growth 96h	HCV inh	Shiga toxin inh	Pf growth 48h	FBPA Giardia inh
CC(C)C1=NN2C(=N)CC(=O)N=C2S1	-2	68%[activator]	13%	7	31%[activator]	3%
CC(C)(C)C(=O)N1CCn2c1nc1ccccc12	9	2.6µM*	-8%	23	7%	4%
O=C1CSC(c2cccnc2)N1CCc1ccccn1 (stereo unspecified)	6	-8%	8%	14	45%[activator]	-20%
Cc1ccc(Nc2nnc(SC(C)C(=O)NC3CC3)s2)cc1 (stereo unspecified)	.	15µM*	-27%	.	?	.
Cc1ccc(CC(=O)N2CCN(Cc3ccccc3)CC2)cc1	-1	?	5%	31	11%	-1%
Oc1ccc(N2CCN(c3nnnn3-c3ccccc3)CC2)cc1	6	?	-17%	-7	-16%	-20%
O=C(CSc1nnc(-c2ccncc2)o1)N1CCc2ccccc2C1	-2	13%	-16%	-7	-1%	-10%
CC(NC(=O)CCc1nnc(C2(c3ccc(Cl)cc3)CCC2)o1)C1CC1 (stereo unspecified)	17	5%	17%	57	?	4%
CCc1ccccc1NC(=O)Cn1ccn(-c2ccc(OC)cc2)c(=O)c1=O	7	?	-1%	-12	0%	11%
CCOC(=O)N1CCN(CC(=O)Nc2c(C(=O)OC)[nH]c3cccc(Cl)c23)CC1	-1	?	6%	-10	-14%	-1%
COc1ccc(NC(=O)CN2C(=O)C(c3ccccc3)=NC23CCCCCC3)cc1	-1	?	-4%	13	3%	-1%
Cc1ccc(NC(=O)c2cc([N+](=O)[O-])ccc2N2CCOCC2)cc1S(=O)(=O)N(C)C	-3	-1%	-11%	-16	-7%	?
O=C(NCC1(N2CCCCC2)CCCCC1)C1CC(=O)N(c2ccc3c(c2)OCCO3)C1 (stereo unspecified)	6	40%[activator]	-14%	13	34%[activator]	1%
